ADAM10 inh – ADAM10 inhibition, QFRET primary screen. inhibition, % at 7 µM. 370,000 tested, 0.62% active. recombinant ADAM10, EDANS/DABCYL FRET peptide cleavage, 3 h. AID 720582. O14672;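 active = inhibition above a per-campaign cutoff equal to the mean of compounds falling between control-based bounds plus 3 SD, cut at about 20% in these data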;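 also: 0% = DMSO wells while the 100% control is not disclosed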
Target sequence (O14672 214-748 limits assumed): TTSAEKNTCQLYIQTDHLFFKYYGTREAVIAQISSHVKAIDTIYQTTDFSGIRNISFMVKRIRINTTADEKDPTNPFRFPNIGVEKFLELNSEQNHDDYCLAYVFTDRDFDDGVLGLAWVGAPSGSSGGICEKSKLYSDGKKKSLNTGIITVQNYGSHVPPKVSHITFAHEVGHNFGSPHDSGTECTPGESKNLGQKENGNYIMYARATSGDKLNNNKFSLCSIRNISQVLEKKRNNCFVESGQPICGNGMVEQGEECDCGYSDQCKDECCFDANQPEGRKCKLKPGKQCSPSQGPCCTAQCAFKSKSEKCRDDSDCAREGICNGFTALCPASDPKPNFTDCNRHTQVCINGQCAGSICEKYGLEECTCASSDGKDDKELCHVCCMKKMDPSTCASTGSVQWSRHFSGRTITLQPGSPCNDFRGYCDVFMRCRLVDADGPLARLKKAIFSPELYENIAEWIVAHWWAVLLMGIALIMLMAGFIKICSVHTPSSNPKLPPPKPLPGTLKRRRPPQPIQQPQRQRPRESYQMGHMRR
SIAE inh – blocks human sialic acid acetylesterase. Q9HAT2. SIAE FP-Rh probe binding, fluorescence polarization. 370,000 tested, 0.69% active. inhibition, % at 9.66 µM;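 active = inhibition above a cutoff: mean of compounds within the control limits plus 3 SD of those, cut at about 17% in these data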;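 also: 0% = plate median of compound wells and 100% = probe without SIAE protein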
ARFGAP1 inh – rat ARFGAP1 inhibition; Q62848; Arfgap1-stimulated ARF1 GTP hydrolysis, GDP FP detection; inhibition, % at 16.5 µM; 360,000 tested, 0.26% active;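 active = inhibition above a per-plate limit, mean inhibition of low control wells plus 3 SD, cut at about 25% in these data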;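 also: 0% = DMSO wells with enzyme and 100% = wells lacking Arfgap1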
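System: truncated rat Arfgap1 GAP domain / Medium: HEPES-based buffer, pH 7.5 / Also added: N-terminally truncated human ARF1-GTP substrate / Incubation: enzyme reaction 120 min at 25 °C after 20 min preincubation / Measured by: FP of antibody-bound GDP Alexa 633 tracer, ex 620/em 688 nm / Replicates: singlicate, each compound tested once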
PLC-gamma1 inh – inhibitors of human phospholipase C gamma1; purified PLC-gamma1, fluorogenic substrate, fluorescence; 370,000 tested, 0.84% active; inhibition, % at 12.2 µM; AID 720700; in the data active = inhibition above about 9.5%
DDE Tn6 FP inh – inhibitors of Tn6 peptide binding to human fibrin DD(E) | P02675 | Fibrin DD(E) TRITC-Tn6 fluorescence polarization displacement | inhibition, % at 8.3 µM | 370,000 tested, 0.21% active;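 active = inhibition above a per-campaign cutoff: mean of compounds within control limits plus 3 SD, cut at about 15% in these data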;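 also: 0% = median of all compound wells on the plate and 100% = blocking peptide control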
Target sequence (P02675 whole entry, looked up): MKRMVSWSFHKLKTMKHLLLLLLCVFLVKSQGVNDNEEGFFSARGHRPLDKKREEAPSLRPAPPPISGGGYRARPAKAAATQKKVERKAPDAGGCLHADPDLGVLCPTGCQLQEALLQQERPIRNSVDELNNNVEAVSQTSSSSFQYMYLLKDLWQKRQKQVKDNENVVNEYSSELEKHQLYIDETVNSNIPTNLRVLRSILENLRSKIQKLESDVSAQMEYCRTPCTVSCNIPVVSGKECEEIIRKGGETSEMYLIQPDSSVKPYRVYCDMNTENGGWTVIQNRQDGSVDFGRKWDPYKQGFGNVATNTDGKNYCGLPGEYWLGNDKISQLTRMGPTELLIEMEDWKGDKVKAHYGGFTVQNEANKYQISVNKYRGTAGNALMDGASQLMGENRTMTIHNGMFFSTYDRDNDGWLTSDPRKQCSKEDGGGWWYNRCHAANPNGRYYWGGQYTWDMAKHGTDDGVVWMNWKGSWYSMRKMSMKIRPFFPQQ
DDE Tn7 FP inh – disrupts Tn7 cyclic peptide binding to fibrin D-Dimer-E complex. P02675. FP displacement of FITC-Tn7 peptide from fibrin DD(E); 0% = median of compound wells per plate. inhibition, % at 8.3 µM. 370,000 tested, 0.13% active;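 active = inhibition above the mean of compounds falling within the control limits plus 3 SD of them, cut at about 14% in these data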;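 also: 0% = plate median of compound wells and 100% = 10 µM Aha-Tn7 peptide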
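Assay system: Fibrin-DD(E) protein isolated from polymerized human fibrin clots; read-out basis: percent inhibition; medium: Tris/NaCl/CaCl2 buffer, pH 7.8; signal: FP measurement; incubation: 10 min plus 3 h, room temperature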
ADAM17 inh – inhibits human ADAM17; recombinant ADAM17, EDANS/DABCYL FRET peptide cleavage; P78536; 370,000 tested, 0.83% active; inhibition, % at 6.95 µM;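 active = inhibition above the mean of compounds lying between control limits plus 3 SD, set per campaign, cut at about 8.5% in these data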;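 also: 0% = DMSO-only wells as the low control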
ASAP1 inh – blocks human ASAP1-stimulated Arf1 GTP hydrolysis | Q9ULH1 | GDP FP detection | inhibition, % at 16.5 µM | 360,000 tested, 0.19% active; in the data active = inhibition above about 25%;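 also: 0% = vehicle with enzyme and substrate and 100% = no enzyme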
TDP2 inh – TDP2 (human) inhibition, absorbance primary screen; recombinant TDP2, T5PNP hydrolysis, p-nitrophenol absorbance 415 nm; inhibition, % at 12.8 µM; 370,000 tested, 0.34% active; O95551;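 active = inhibition above the mean of all tested compounds plus 3 SD, set per campaign, cut at about 25% in these data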;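 also: 0% = DMSO with enzyme and 100% = buffer with substrate but no TDP2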
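Test system: human TDP2 enzyme; Input: 120 nM TDP2 per well; Buffer or medium: Mg2+-containing Tris-HCl buffer, pH 7.5; Reagent: 5 mM T5PNP; Dosing: 12.8 µM single point, 1% DMSO; Incubation: reaction 2 h, 37 °C; Detection: p-Nitrophenol epi absorbance; Read-out: % inhibition relative to enzyme-containing and enzyme-free wells; Replicates: single well per compound.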
PLC-beta3 inh – blocks human PLC-beta3 enzyme activity; Q01970; 370,000 tested, 0.18% active; Purified PLC-beta3, fluorogenic substrate, fluorescence; inhibition, % at 12.2 µM; AID 720704; in the data active = inhibition above about 11%;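 also: 0% = median of compound wells on plate and 100% = full blocker control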
* = called active by the depositor.

For O=C(Nc1ccccc1)c1nc2ccccc2s1 the results were ADAM10 inh -4, SIAE inh -1, ARFGAP1 inh -1, PLC-gamma1 inh -5, DDE Tn6 FP inh 3, DDE Tn7 FP inh 3, ADAM17 inh 1, ASAP1 inh -5, TDP2 inh 10 and PLC-beta3 inh -6.
For CC(=O)CSc1nc(CCc2ccccc2)c(C#N)c(=O)[nH]1 the results were ADAM10 inh 5, SIAE inh 10, ARFGAP1 inh -13, PLC-gamma1 inh -1, DDE Tn6 FP inh 6, DDE Tn7 FP inh -1, ADAM17 inh 4, ASAP1 inh 6, TDP2 inh 4 and PLC-beta3 inh -5.
For O=c1oc2ccccc2c(Nc2ccccc2)c1[N+](=O)[O-] the results were ADAM10 inh 5, SIAE inh -3, ARFGAP1 inh -7, PLC-gamma1 inh 4, DDE Tn6 FP inh 2, DDE Tn7 FP inh -4, ADAM17 inh 2, ASAP1 inh -2, TDP2 inh 0 and PLC-beta3 inh 3.
`COc1cc(NC(=O)c2cc(C)no2)cc(OC)c1OC` gave ADAM10 inh 7, SIAE inh -7, ARFGAP1 inh -1, PLC-gamma1 inh 2, DDE Tn6 FP inh 2, DDE Tn7 FP inh 10, ADAM17 inh 1, ASAP1 inh -6, TDP2 inh 3 and PLC-beta3 inh 4.
`COc1ccc(S(=O)(=O)N2CCOCC2)cc1NC(=O)COC(=O)C1COc2ccccc2O1` (stereo not drawn) gave ADAM10 inh 4, SIAE inh 1, ARFGAP1 inh 9, PLC-gamma1 inh 0, DDE Tn6 FP inh 0, DDE Tn7 FP inh 0, ADAM17 inh -4, ASAP1 inh 3, TDP2 inh -4 and PLC-beta3 inh -1.
For OC(c1ccccc1)(c1ccccc1)C1CCN(CCCOc2ccc(-c3ccncc3)cc2)CC1 the results were ADAM10 inh -14, SIAE inh -5, ARFGAP1 inh 8, PLC-gamma1 inh -5, DDE Tn6 FP inh 2, DDE Tn7 FP inh 4, ADAM17 inh -5, ASAP1 inh 10, TDP2 inh 4 and PLC-beta3 inh -7.
Screening COc1ccccc1CNc1cc(CSc2ccc(Cl)cc2)nc(C)n1 returned ADAM10 inh 14, SIAE inh -5, ARFGAP1 inh -4, PLC-gamma1 inh 1, DDE Tn6 FP inh -4, DDE Tn7 FP inh -7, ADAM17 inh 3, ASAP1 inh 1, TDP2 inh -3 and PLC-beta3 inh 0.
`O=C(Nc1ccccc1)c1cc(C2CCCN(C(=O)OCc3ccccc3)C2)on1` (stereo not drawn) gave ADAM10 inh 2, SIAE inh -5, ARFGAP1 inh 5, PLC-gamma1 inh 1, DDE Tn6 FP inh 4, DDE Tn7 FP inh 2, ADAM17 inh 1, ASAP1 inh 3, TDP2 inh 4 and PLC-beta3 inh -2.
For N#Cc1c(-c2ccccc2)oc(=O)c2ccccc12 the results were ADAM10 inh 1, SIAE inh 2, ARFGAP1 inh -10, PLC-gamma1 inh 2, DDE Tn6 FP inh -2, DDE Tn7 FP inh -3, ADAM17 inh -4, ASAP1 inh -9, TDP2 inh -7 and PLC-beta3 inh -2.
For COc1ccc(CNC(=O)C2CCN(S(C)(=O)=O)CC2)cc1 the results were ADAM10 inh 18, SIAE inh -1, ARFGAP1 inh -3, PLC-gamma1 inh 5, DDE Tn6 FP inh -5, DDE Tn7 FP inh -1, ADAM17 inh 7, ASAP1 inh -9, TDP2 inh -7 and PLC-beta3 inh 4.
Screening Cn1c(SCC(=O)NC2CCCC2)nnc1-c1ccncc1 returned ADAM10 inh 6, SIAE inh 7, ARFGAP1 inh 1, PLC-gamma1 inh 1, DDE Tn6 FP inh -2, DDE Tn7 FP inh -4, ADAM17 inh 2, ASAP1 inh 2, TDP2 inh -3 and PLC-beta3 inh 3.
For Cc1cc(C)nc(SCCC(=O)Nc2ccccc2)n1 the results were ADAM10 inh -5, SIAE inh 1, ARFGAP1 inh 10, PLC-gamma1 inh -1, DDE Tn6 FP inh 1, DDE Tn7 FP inh -10, ADAM17 inh -4, ASAP1 inh -4, TDP2 inh 4 and PLC-beta3 inh 2.
`Cc1ccc(NC(=O)NC(=O)N(C2CCCCC2)S(=O)(=O)c2ccccc2)cc1` gave ADAM10 inh 4, SIAE inh 0, ARFGAP1 inh 9, PLC-gamma1 inh 6, DDE Tn6 FP inh -6, DDE Tn7 FP inh -7, ADAM17 inh 6, ASAP1 inh 5, TDP2 inh -10 and PLC-beta3 inh 4.
COc1ccccc1NC(=O)C(C/C=C(\C)Cl)C(C)=O (stereo not drawn) was read as ADAM10 inh 2, SIAE inh 2, ARFGAP1 inh 5, PLC-gamma1 inh -1, DDE Tn6 FP inh 3, DDE Tn7 FP inh 1, ADAM17 inh 0, ASAP1 inh 5, TDP2 inh -5 and PLC-beta3 inh 3.
Cc1cc(NC(=O)COC(=O)COc2ccc3c(c2)CCC3)no1 was read as ADAM10 inh 8, SIAE inh 3, ARFGAP1 inh 3, PLC-gamma1 inh -1, DDE Tn6 FP inh 1, DDE Tn7 FP inh 2, ADAM17 inh 2, ASAP1 inh 0, TDP2 inh 11 and PLC-beta3 inh 1.
Screening Cc1cc(C)cc(C(=O)N2CCCCCC2)c1 returned ADAM10 inh 0, SIAE inh 2, ARFGAP1 inh 9, PLC-gamma1 inh 8, DDE Tn6 FP inh 0, DDE Tn7 FP inh -4, ADAM17 inh -2, ASAP1 inh -3, TDP2 inh -1 and PLC-beta3 inh 7.
For Cc1ccc(C(=O)C2=C(O)C(=O)N(CCCN3CCOCC3)C23C(=O)N(C)c2ccccc23)o1 (stereo not drawn) the results were ADAM10 inh -5, SIAE inh 3, ARFGAP1 inh -2, PLC-gamma1 inh -8, DDE Tn6 FP inh -3, DDE Tn7 FP inh -1, ADAM17 inh 1, ASAP1 inh 6, TDP2 inh -7 and PLC-beta3 inh -16.
For Cc1ccc(NC(=O)COc2ccc(-c3nnco3)cc2)cc1S(=O)(=O)N1CCOCC1 the results were ADAM10 inh 8, SIAE inh -4, ARFGAP1 inh -1, PLC-gamma1 inh 4, DDE Tn6 FP inh -1, DDE Tn7 FP inh 3, ADAM17 inh 0, ASAP1 inh 8, TDP2 inh -16 and PLC-beta3 inh -5.
For C=C(C)CNC(=S)N/N=C\c1ccc2c(c1)OCO2 the results were ADAM10 inh -1, SIAE inh 5, ARFGAP1 inh 4, PLC-gamma1 inh 5, DDE Tn6 FP inh 0, DDE Tn7 FP inh -8, ADAM17 inh -1, ASAP1 inh -2, TDP2 inh -7 and PLC-beta3 inh 1.
Cc1nnc(SCc2cccc([N+](=O)[O-])c2)o1 was read as ADAM10 inh -12, SIAE inh -7, ARFGAP1 inh -7, PLC-gamma1 inh -1, DDE Tn6 FP inh 4, DDE Tn7 FP inh 6, ADAM17 inh 0, ASAP1 inh 1, TDP2 inh -2 and PLC-beta3 inh -2.
`O=C(NN=C1CCCC1)c1ccc([N+](=O)[O-])cc1` gave ADAM10 inh -11, SIAE inh -6, ARFGAP1 inh -7, PLC-gamma1 inh -2, DDE Tn6 FP inh 0, DDE Tn7 FP inh 1, ADAM17 inh 0, ASAP1 inh -7, TDP2 inh -9 and PLC-beta3 inh -7.
Screening O=C(COc1ccccc1Cl)N1CCNC1=O returned ADAM10 inh -10, SIAE inh 1, ARFGAP1 inh 4, PLC-gamma1 inh 0, DDE Tn6 FP inh -7, DDE Tn7 FP inh 0, ADAM17 inh -2, ASAP1 inh 6, TDP2 inh 8 and PLC-beta3 inh -4.
`CC(NC(=O)c1ccc2c(c1)OCO2)C(c1cccs1)N1CCOCC1` (stereo not drawn) gave ADAM10 inh -2, SIAE inh 0, ARFGAP1 inh -3, PLC-gamma1 inh 2, DDE Tn6 FP inh 11, DDE Tn7 FP inh 4, ADAM17 inh -1, ASAP1 inh 8, TDP2 inh -6 and PLC-beta3 inh 3.
For CN(Cc1ccccc1)Cc1nc2c(c(=O)n(C)c(=O)n2C)n1Cc1ccccc1Cl the results were ADAM10 inh -5, SIAE inh 1, ARFGAP1 inh 1, PLC-gamma1 inh -1, DDE Tn6 FP inh -2, DDE Tn7 FP inh -1, ADAM17 inh -5, ASAP1 inh -1, TDP2 inh 2 and PLC-beta3 inh 0.
`N#Cc1ccccc1N=C1CCCN1Cc1ccccc1` gave ADAM10 inh -1, SIAE inh 4, ARFGAP1 inh 4, PLC-gamma1 inh 3, DDE Tn6 FP inh 0, DDE Tn7 FP inh -2, ADAM17 inh -3, ASAP1 inh -3, TDP2 inh 1 and PLC-beta3 inh -1.
For O=c1cc(CO)oc(C(Nc2ccccn2)c2ccc(F)cc2)c1O (stereo not drawn) the results were ADAM10 inh -7, SIAE inh 2, ARFGAP1 inh -8, PLC-gamma1 inh -10, DDE Tn6 FP inh -8, DDE Tn7 FP inh 5, ADAM17 inh -7, ASAP1 inh 3, TDP2 inh 1 and PLC-beta3 inh -7.
Cc1c(/C(O)=C2\C(=O)C(=O)N(CCN(C)C)C2c2ccccc2)cnn1-c1ccccc1 (stereo not drawn) was read as ADAM10 inh 4, SIAE inh 0, ARFGAP1 inh -5, PLC-gamma1 inh 1, DDE Tn6 FP inh -2, DDE Tn7 FP inh -1, ADAM17 inh 1, ASAP1 inh -12, TDP2 inh 5 and PLC-beta3 inh -2.
Screening O=C(NC1CCCCC1)C1c2ccccc2OCC(=O)N1CC(F)(F)F (stereo not drawn) returned ADAM10 inh 1, SIAE inh -4, ARFGAP1 inh 8, PLC-gamma1 inh -1, DDE Tn6 FP inh 3, DDE Tn7 FP inh -3, ADAM17 inh -2, ASAP1 inh 2, TDP2 inh 6 and PLC-beta3 inh -1.
`COc1ccc(OCC(O)CN(C)C(=O)C(C)Oc2ccccc2)cc1` (stereo not drawn) gave ADAM10 inh -2, SIAE inh -4, ARFGAP1 inh 12, PLC-gamma1 inh 2, DDE Tn6 FP inh 1, DDE Tn7 FP inh 8, ADAM17 inh -2, ASAP1 inh -5, TDP2 inh -2 and PLC-beta3 inh -1.
`COc1ccc(OCC(=O)N2CCN(c3nnc(-c4ccc(C)cc4)c4ccccc34)CC2)cc1` gave ADAM10 inh 10, SIAE inh -1, ARFGAP1 inh 12, PLC-gamma1 inh 3, DDE Tn6 FP inh -9, DDE Tn7 FP inh -8, ADAM17 inh -1, ASAP1 inh 9, TDP2 inh -14 and PLC-beta3 inh -1.
`Cc1ccc(C)c(OCCCCn2cnc3ccccc3c2=O)c1` gave ADAM10 inh 16, SIAE inh -1, ARFGAP1 inh -4, PLC-gamma1 inh 3, DDE Tn6 FP inh 3, DDE Tn7 FP inh -3, ADAM17 inh 4, ASAP1 inh -5, TDP2 inh -12 and PLC-beta3 inh 1.

From PubChem BioAssay

Random draw from the library. About 3.6% of those tested had a hit in this group.
